Assay outcomes from PubChem BioAssay.
Jurkat NFkB inh: lowers PMA/ionomycin-induced NF-kB signal in Jurkat cells. PMA/ionomycin-induced NF-kB luciferase reporter, luminescence. inhibition, % at 4 µM. 330,000 compounds, 0.53% hits. AID 435003; in the data active = inhibition above about 50%
EBI2 antag: EBI2 (human) antagonism. P32249. EBI2 beta-arrestin recruitment, luminescence, 7a,25-OHC stimulated. inhibition, % at 5 µM. 360,000 compounds, 0.81% hits. AID 651636; in the data active = inhibition above about 38%;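 note: enzyme fragment complementation signal reports receptor beta-arrestin coupling in cells; 0% = agonist plus DMSO wells and 100% = wells without agonist; some results beyond the cut were filed as inactive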
APJ antagonist: APJ receptor antagonism; inhibition, % at 20 µM; P35414; CHO-K1 APJ beta-arrestin complementation, luminescence; 330,000 compounds, 0.32% hits;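 active = inhibition above about 40% at 20 µM, limit read from the data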;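 note: cells challenged with 10 nM apelin-13 agonist together with compound; plate controls were apelin-13 plus DMSO wells for no effect and DMSO wells lacking apelin-13 for full effect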
Gli-Sufu antag: Gli-Sufu pathway antagonism; Sufu-KO-LIGHT fibroblasts, Gli luciferase reporter luminescence; inhibition, % at 5 µM; 340,000 compounds, 0.74% hits; AID 588413;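 active = inhibition above about 55%, limit read from the data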;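 note: 0% = DMSO-treated cells and 100% = wells with medium but no cells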
UBC13 polyUb: blocks human UBC13 polyubiquitin chain formation; 330,000 compounds, 0.47% hits; TR-FRET; P61088; inhibition, % at 20 µM; in the data active = inhibition above about 45%, passing the limit was not always enough; inconclusive = no clear call, values can overlap the other calls
Target sequence (P61088 whole entry, looked up): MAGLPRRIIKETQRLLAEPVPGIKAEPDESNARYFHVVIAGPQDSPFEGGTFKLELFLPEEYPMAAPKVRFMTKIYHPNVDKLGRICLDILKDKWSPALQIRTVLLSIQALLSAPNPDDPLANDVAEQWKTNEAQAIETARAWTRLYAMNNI
CCR6 antag: CCR6 (human) receptor antagonism; P51684; 340,000 compounds, 0.49% hits; AID 493098; inhibition, % at 20 µM; CHO-K1 CCR6 PathHunter beta-arrestin, luminescence, CCL20-stimulated;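 active = compounds whose inhibition of the agonist-driven luminescence signal at 20 µM reaches about 50%, limit read from the data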;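 note: cells stimulated with CCL20 at 14 nM final; plate controls were DMSO with CCL20 for no effect and DMSO without agonist for full effect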
Target sequence (P51684 whole entry, looked up): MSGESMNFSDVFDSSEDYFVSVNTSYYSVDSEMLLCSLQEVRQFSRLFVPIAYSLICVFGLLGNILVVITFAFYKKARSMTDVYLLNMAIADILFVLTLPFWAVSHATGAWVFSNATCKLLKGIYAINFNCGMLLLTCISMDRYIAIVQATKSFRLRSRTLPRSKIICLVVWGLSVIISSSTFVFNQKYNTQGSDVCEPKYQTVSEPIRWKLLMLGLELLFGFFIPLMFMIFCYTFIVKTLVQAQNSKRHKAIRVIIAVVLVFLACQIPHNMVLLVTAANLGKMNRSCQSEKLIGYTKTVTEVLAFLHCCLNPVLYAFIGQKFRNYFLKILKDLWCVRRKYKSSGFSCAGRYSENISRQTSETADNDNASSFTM
697 NFkB inh: inhibitors of the PMA/ionomycin-induced NF-kB reporter in 697 B cells. 330,000 compounds, 0.33% hits. 697 B-cell NF-kB luciferase reporter, 16 h. inhibition, % at 4 µM; in the data active = inhibition above about 35%
CXCR6 block: CXCR6 (human) receptor inhibition. CHO-K1 PathHunter CXCR6 beta-arrestin, luminescence. 360,000 compounds, 0.36% hits. inhibition, % at 20 µM. AID 602244; in the data active = inhibition above about 34%, passing the limit was not always enough;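 note: antagonist mode with CXCL16 agonist at 10 nM final; 0% = 10 nM CXCL16 with DMSO and 100% = unstimulated wells without agonist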
Target sequence (O00574 whole entry, looked up): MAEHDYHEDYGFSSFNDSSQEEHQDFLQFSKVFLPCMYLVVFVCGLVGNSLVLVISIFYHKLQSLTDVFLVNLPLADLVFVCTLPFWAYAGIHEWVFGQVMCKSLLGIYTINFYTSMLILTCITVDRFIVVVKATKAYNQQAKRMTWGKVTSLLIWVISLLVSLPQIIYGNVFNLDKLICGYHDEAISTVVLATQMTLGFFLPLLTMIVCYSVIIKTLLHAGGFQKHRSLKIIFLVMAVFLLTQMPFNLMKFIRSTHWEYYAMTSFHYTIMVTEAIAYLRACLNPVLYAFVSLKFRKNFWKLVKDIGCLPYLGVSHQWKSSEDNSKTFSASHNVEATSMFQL
* = called active by the depositor; ? = inconclusive; . = no result given.

SMILES	Jurkat NFkB inh	EBI2 antag	APJ antagonist	Gli-Sufu antag	UBC13 polyUb	CCR6 antag	697 NFkB inh	CXCR6 block
CCCOC1CCCN(C(=O)c2cc(Cl)c(Cl)cc2C(=O)O)C1 (stereo unspecified)	-13	0	-13	-2	-6	0	-22	-6
Cn1c(SCC(=O)N2CCOCC2)nnc1-c1cnccn1	1	-8	3	2	-8	-11	12	3
Cc1cc(Cl)cc(Cl)c1OCCN1CCCC1	-14	4	3	8	-2	3	-5	9
CC(C)(C)Oc1ccccc1Nc1nc(NCCO)nc(N2CCCC2)n1	11	-9	3	8	9	6	13	7
FC(F)(F)c1cc(-c2cccs2)nc2cc(-c3cccs3)nn12	3	1	24	-2	22	11	14	8
CCCn1nnnc1NCc1ccc(OC)cc1	-11	2	-8	1	0	-2	-1	-6
COCc1[nH]nc2c1C(c1ccccc1OC)C(C#N)=C(N)O2 (stereo unspecified)	21	-15	2	17	6	-3	9	-7
Cc1cc(NC(=O)CCC(=O)N(Cc2ccco2)C2(C(=O)NC3CCCCC3)CCCCC2)no1	3	5	2	-2	-2	19	15	-2
C=CCn1nc(-c2ccccc2)c2c(C)onc2c1=O	5	-2	2	-4	-1	-3	3	-4
CN(CC(=O)NCc1cccnc1)S(=O)(=O)c1cc(Cl)ccc1Cl	2	-5	-4	0	-5	11	-8	0
COc1ccc(N2CCN(C(=O)CCNC(=O)Cn3ccc4ccccc4c3=O)CC2)cc1	0	-1	-7	2	-2	-15	15	10
CC(C)NS(=O)(=O)c1ccc(CCC(=O)NCc2ccc3c(c2)OCO3)cc1	-11	8	-2	0	2	17	13	-3
CCOC(=O)C(C)Sc1nnc(NC(=O)c2cccc([N+](=O)[O-])c2C)s1 (stereo unspecified)	-1	-2	4	-5	4	4	-12	-9
COc1ccc(COc2ccc3c(C)cc(=O)oc3c2)cc1	-134	-1	-3	-77	0	17	-146	3
O=S(=O)(c1ccc(-c2ccon2)s1)N1CCN(c2ccncc2)CC1	-5	.	-19	-3	14	8	-4	.
O=C1NC[C@@H](Cc2ccc(O)cc2)N(CC2CCCCC2)C1=O	14	-3	0	-5	7	-17	19	-5
Cc1c(NC(=O)C(C)C)cccc1-c1nc2ncccc2o1	3	1	4	-16	3	-1	5	-6
O=C(OCC(=O)N1CCOCC1)c1ccccc1OCc1ccccc1Cl	1	-8	11	2	10	13	-9	2
O=C(Cc1ccc(Cl)cc1)Nc1ccc2oc(-c3ccncc3)nc2c1	-9	-10	-8	4	13	5	-13	-14
CCc1nc2sccc2c(=O)[nH]1	-21	-12	-11	-4	0	-13	6	-1

Ordered by the number under 697 NFkB inh (smallest number first): some entries from above
| Structure | Jurkat NFkB inh | EBI2 antag | APJ antagonist | UBC13 polyUb | CCR6 antag | 697 NFkB inh | CXCR6 block |
| --- | --- | --- | --- | --- | --- | --- | --- |
| COc1ccc(COc2ccc3c(C)cc(=O)oc3c2)cc1 | -134 | -1 | -3 | 0 | 17 | -146 | 3 |
| O=C(Cc1ccc(Cl)cc1)Nc1ccc2oc(-c3ccncc3)nc2c1 | -9 | -10 | -8 | 13 | 5 | -13 | -14 |
| CCOC(=O)C(C)Sc1nnc(NC(=O)c2cccc([N+](=O)[O-])c2C)s1 (stereo unspecified) | -1 | -2 | 4 | 4 | 4 | -12 | -9 |
| O=S(=O)(c1ccc(-c2ccon2)s1)N1CCN(c2ccncc2)CC1 | -5 | . | -19 | 14 | 8 | -4 | . |

The listing continues.
SMILES	Jurkat NFkB inh	EBI2 antag	APJ antagonist	Gli-Sufu antag	UBC13 polyUb	CCR6 antag	697 NFkB inh	CXCR6 block
O=C(CNC(=O)c1ccc(Cl)cc1)OCC(=O)c1ccccc1	7	-1	11	-2	2	7	16	6
Cc1cccc(OCC(=O)NNC(=O)c2cc3ccccc3oc2=O)c1	-3	1	4	2	-14	5	-11	4
COc1ccc(N2C(=O)NC(NS(=O)(=O)c3ccc(Cl)cc3)(C(F)(F)F)C2=O)cc1 (stereo unspecified)	5	-7	4	-20	6	-3	17	-5
CCN(Cc1cc2cc(OC)ccc2[nH]c1=O)C(=O)Cc1ccc(OC)cc1	-6	-11	8	-4	1	1	-2	-2
CCOC(=O)N1CCC(NC(=O)c2ccc(Cl)cc2)CC1	10	-3	14	-1	-2	7	5	6
O=C(Nc1ccc(Cl)cc1)c1ccncc1	-2	-1	6	-7	-7	-3	-55	8
COc1ccc2c(C)cc(Sc3nnnn3-c3ccccc3)nc2c1	2	-9	0	23	21	6	7	1
COC(=O)[C@H](CC(C)C)NC(=O)Nc1ccccc1F	-4	-5	0	-2	-5	2	-9	-13
CCN(CC)CCCNC(=O)CCn1nc(-c2ccc(Cl)cc2)ccc1=O	-24	-4	-3	0	-7	11	-7	2
O=C(CCNS(=O)(=O)c1ccccc1C(F)(F)F)NCCCSc1ccccc1	-13	11	-3	17	-11	12	0	-2
Cn1c(=O)[nH]c(=O)c2c1nc1n2CCCN1Cc1ccccc1	-7	4	7	5	-5	-4	-23	-1
CC(=O)N1CCN(c2ccc(NCc3ccc(-c4cccc(Cl)c4)o3)cc2)CC1	-10	-15	-11	-10	-2	-7	-90	-22
C(=N\Nc1nc(N2CCCCC2)nc(N2CCCCC2)n1)/c1c[nH]c2ccccc12	-12	17	-5	-8	0	2	-5	6
COc1ccc(C(=O)NN/C(C)=C/C(=O)c2ccccc2)cc1	-4	-5	19	-4	1	23	8	7
COc1ccccc1NC(=O)NCc1ccco1	-25	-6	-2	-3	0	11	-25	-5
COc1nc(-c2ccccc2Cl)ccc1C#N	-5	7	-17	0	-4	5	-14	-10
COC(=O)C1=CN(c2cc(C)cc(C)c2)C=C(C(=O)OC)C1c1cccc(F)c1	10	11	-38	9	2	16	9	2
Cc1ccc(OC(=O)N2CCOCC2)cc1	-45	3	12	-15	-3	-1	-35	6
COc1ccc([C@H]2[C@@H]3C=CCC[C@@]3(C)C(=O)N2Cc2ccccc2)cc1Cl	-13	17	-11	2	2	7	0	10
CCCCC(=O)Nc1ccc(C(=O)N(CC)c2ccccc2C)cc1	-12	5	-30	-9	-4	23	-9	-6
CC(C)c1ccc(NC(=S)NN2C(C)CCCC2C)cc1 (stereo unspecified)	-10	-4	14	1	1	17	-5	-8
COc1ccc(NC(C)=O)cc1S(=O)(=O)N1CCn2cccc2C1C (stereo unspecified)	11	-17	-8	-2	4	-1	23	1
CCCCCCSc1ccc([C@H]2N[C@@](C)(C(=O)OC)[C@H]3C(=O)N(C)C(=O)[C@@H]23)cc1	5	9	-28	11	21	9	-4	10
COCCCn1cnc2oc3nc4ccccc4nc3c2c1=O	-75	-1	-6	-1	-19	-16	-114	-4
O=C(Nc1cccc(NC(=O)c2cccc([N+](=O)[O-])c2)n1)c1cccc([N+](=O)[O-])c1	0	-3	-12	13	-6	-17	-6	-16
O=C(NCCN1CCOCC1)/C(=C\c1ccccc1Cl)NC(=O)c1ccccc1	6	0	5	35	-8	10	-27	2
Cc1ccc(C2(C)NC(=O)N(CC(=O)Nc3ccc(-c4nc5ccc(C)cc5s4)cc3)C2=O)cc1 (stereo unspecified)	-103	-11	-16	-109	2	-6	-197	-14
N/C(=N\OC(=O)COc1ccc(Cl)cc1Cl)c1ccccn1	-123	-22	3	-93	8	6	-209	4
COc1cccc(/C=C2\N=C(SC)SC2=O)c1OC	13	-7	26	3	4	36	14	3
CC(C)(C)OC(=O)CC[C@@H](C(=O)N1CCN(C(=O)OC(C)(C)C)CC1)n1cc(C(CO)NC(=O)OC(C)(C)C)nn1 (stereo partly specified)	11	-1	13	-13	3	-9	10	-3
Cc1ccccc1OCC(=O)NCCC1=CCCCC1	7	16	-3	1	-4	17	-7	3
COc1ccc(C(=O)NCCOc2cccc(OC)c2)cc1	5	-2	14	-15	4	0	9	-1
O=C(O)c1ccc(S(=O)(=O)NCc2cccnc2)cc1	-3	-5	0	3	4	0	7	-4
O=C(COC(=O)c1cc[n+]([O-])cc1)Nc1ccc2c(c1)OCCO2	-2	-5	2	-4	3	18	12	7
CCOC(=O)SC1=N/C(=C\c2ccc(N(C)C)cc2)C(=O)S1	-1	-24	22	-14	-208	51*	-8	20
COc1cc2c(cc1OC)CN(C(=O)c1ccc(OC)c(S(=O)(=O)N3CCCC3)c1)CC2	-17	2	3	30	-2	-1	-4	0
Cc1[nH]c2ccccc2c1C(=O)C(=O)N1c2ccccc2CC1C (stereo unspecified)	30	8	-4	4	-15	3	-35	3
COc1cc(NC(=S)Nc2ccc3c(c2)OCCO3)cc(OC)c1OC	-48	9	26	0	-1	5	-30	8
O=C(COc1ccc(S(=O)(=O)N2CCCCC2)cc1)N1CCCCCC1	-2	-1	-19	3	-2	-5	18	10
N#Cc1cccc(NC(=O)CNc2cccc(S(=O)(=O)N3CCCC3)c2)c1	9	-17	-34	66*	-1	6	-10	0

Ordered by molecular weight (low to high): 3 of the compounds above.
SMILES	Jurkat NFkB inh	EBI2 antag	APJ antagonist	Gli-Sufu antag	UBC13 polyUb	CCR6 antag	697 NFkB inh	CXCR6 block
Cc1ccccc1OCC(=O)NCCC1=CCCCC1	7	16	-3	1	-4	17	-7	3
CCOC(=O)SC1=N/C(=C\c2ccc(N(C)C)cc2)C(=O)S1	-1	-24	22	-14	-208	51*	-8	20
O=C(COc1ccc(S(=O)(=O)N2CCCCC2)cc1)N1CCCCCC1	-2	-1	-19	3	-2	-5	18	10

Next section:
SMILES	Jurkat NFkB inh	EBI2 antag	APJ antagonist	Gli-Sufu antag	UBC13 polyUb	CCR6 antag	697 NFkB inh	CXCR6 block
O=C(O)C(Cc1ccccc1)N1C(=O)/C(=C/c2ccccc2)SC1=S (stereo unspecified)	1	-8	13	4	4	7	18	9
Cc1ccccc1-n1c(Cc2cccs2)n[nH]c1=S	2	-1	7	9	0	-2	7	-3
Cc1cc(NC(=O)CCC(=O)N(CC(=O)NC2CCCC2)Cc2ccco2)no1	-5	-5	11	-16	-13	-3	9	1
O=C(COC(=O)CCc1nc2ccccc2c(=O)[nH]1)Nc1ccc(OC(F)(F)F)cc1	6	0	12	-4	-1	4	14	3
O=C(N/N=C/c1cccnc1)c1cc(O)c(O)c(O)c1	0	11	-23	7	-2	7	-3	-1
COc1cccc2[nH]c3c(Cl)ncnc3c12	8	-5	3	-1	16	-3	4	-3
COc1ccc(-c2nnc(SCc3nnc(-c4cccs4)o3)n2CC2CCCO2)cc1 (stereo unspecified)	-14	-4	13	8	-22	0	-19	-11
Cc1cc(S(=O)(=O)NC[C@H]2O[C@@H](n3cnc4c(N)ncnc43)[C@H](O)[C@@H]2O)c(C)s1	-10	-9	8	4	-7	-5	12	-11
Cc1ccc(NC(=O)C(Cc2ccccc2)N2C(=O)C3C4CCC(C4)C3C2=O)cc1Cl (stereo unspecified)	-2	11	-18	9	-25	5	-15	-8
Brc1ccc2ncnc(NCc3ccccc3)c2c1	36	4	-11	43	?	1	-20	-6
Cc1ccc2c(CN3CCCc4ccccc43)cc(=O)oc2c1C	8	-5	12	25	7	5	-13	14
CCOc1ccc(NC(=O)CN2C(=O)CSC2=O)cc1	2	0	0	-5	-10	-10	-5	-7
CCOc1ccc(CCNC(=O)COC(=O)c2cccnc2OCC)cc1OCC	9	-8	15	0	-3	3	-53	-5
Cc1c(NC(=O)c2cc(-c3cccs3)on2)c(=O)n(-c2ccccc2)n1C	-4	-2	-3	2	-1	-19	-16	-1
Clc1cccc(CN2CCN(Cc3nc(CCc4ccccc4)no3)CC2)c1	3	1	0	9	11	5	13	-4
COC(=O)c1ccc(NC(=O)COC(=O)CSc2nc(C)cc(C)n2)cc1	2	3	4	-4	-3	-9	9	-4
CC(C)(C)NC(=S)N/N=C\c1ccc(-c2ccc([N+](=O)[O-])cc2)o1	2	7	-10	-16	-15	-5	-18	-4
CCn1c(CSc2nnc(-c3cccnc3)n2-c2ccccc2C)nc2cc(C(=O)O)ccc21	-12	.	-4	.	-13	.	16	.
Cn1nc(C(=O)Nc2sc3c(c2C#N)CCCC3)ccc1=O	4	13	8	-1	-10	0	-11	-4
O=C(Cc1nn[nH]n1)c1ccccc1O	14	-23	-17	-4	1	17	20	-5
COc1ccc(NC(=O)CCC2COc3ccccc3O2)c(OC)c1 (stereo unspecified)	10	-7	-7	4	5	-2	7	1
O=Cc1cc([N+](=O)[O-])ccc1N1CCN(Cc2ccc3c(c2)OCO3)CC1	28	-3	33	29	-3	13	-4	-15
Cc1cc(C)n(-c2nc(SCCN(C)C)c3c4c(sc3n2)COC(C)(C)C4)n1	-28	11	32	2	0	4	-3	6
